Assay outcomes (PubChem BioAssay)
SENP8 block-1 = blocks the human protease SENP8; inhibition, % at 10 µM; 330,000 tested, 1.2% active; purified SENP8, Z-RLRGG-aminoluciferin cleavage, luminescence; Q96LD8; AID 2540; in the data active = inhibition above about 50%
Target sequence (Q96LD8 whole entry, looked up): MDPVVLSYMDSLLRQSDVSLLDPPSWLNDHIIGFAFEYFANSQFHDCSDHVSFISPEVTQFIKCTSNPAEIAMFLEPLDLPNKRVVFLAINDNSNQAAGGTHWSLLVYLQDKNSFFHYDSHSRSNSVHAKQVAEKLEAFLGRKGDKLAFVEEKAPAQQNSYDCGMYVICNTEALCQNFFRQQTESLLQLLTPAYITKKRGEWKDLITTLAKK
PfG6PD inh = PfG6PD (Plasmodium falciparum) enzyme inhibition; inhibition, % at 20 µM; 350,000 tested, 0.78% active; PfGluPho enzyme, NADPH resazurin-diaphorase fluorescence;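 active = inhibition reaching at least a set limit at 20 µM in the primary screen, cut at about 59% in these data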;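 also: 0% = DMSO wells with substrate and 100% = DMSO wells lacking glucose-6-phosphate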
HKDC1 inh = blocks human hexokinase HKDC1 activity | recombinant HKDC1, G6PDH/diaphorase resazurin coupled fluorescence | inhibition, % at 20 µM | 340,000 tested, 0.16% active | AID 493160;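 active = inhibition above about 35% when tested at 20 µM, limit read from the data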;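 also: plate controls were DMSO wells with enzyme for no effect and DMSO wells lacking enzyme for full effect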
Target sequence (Q2TB90 whole entry, looked up): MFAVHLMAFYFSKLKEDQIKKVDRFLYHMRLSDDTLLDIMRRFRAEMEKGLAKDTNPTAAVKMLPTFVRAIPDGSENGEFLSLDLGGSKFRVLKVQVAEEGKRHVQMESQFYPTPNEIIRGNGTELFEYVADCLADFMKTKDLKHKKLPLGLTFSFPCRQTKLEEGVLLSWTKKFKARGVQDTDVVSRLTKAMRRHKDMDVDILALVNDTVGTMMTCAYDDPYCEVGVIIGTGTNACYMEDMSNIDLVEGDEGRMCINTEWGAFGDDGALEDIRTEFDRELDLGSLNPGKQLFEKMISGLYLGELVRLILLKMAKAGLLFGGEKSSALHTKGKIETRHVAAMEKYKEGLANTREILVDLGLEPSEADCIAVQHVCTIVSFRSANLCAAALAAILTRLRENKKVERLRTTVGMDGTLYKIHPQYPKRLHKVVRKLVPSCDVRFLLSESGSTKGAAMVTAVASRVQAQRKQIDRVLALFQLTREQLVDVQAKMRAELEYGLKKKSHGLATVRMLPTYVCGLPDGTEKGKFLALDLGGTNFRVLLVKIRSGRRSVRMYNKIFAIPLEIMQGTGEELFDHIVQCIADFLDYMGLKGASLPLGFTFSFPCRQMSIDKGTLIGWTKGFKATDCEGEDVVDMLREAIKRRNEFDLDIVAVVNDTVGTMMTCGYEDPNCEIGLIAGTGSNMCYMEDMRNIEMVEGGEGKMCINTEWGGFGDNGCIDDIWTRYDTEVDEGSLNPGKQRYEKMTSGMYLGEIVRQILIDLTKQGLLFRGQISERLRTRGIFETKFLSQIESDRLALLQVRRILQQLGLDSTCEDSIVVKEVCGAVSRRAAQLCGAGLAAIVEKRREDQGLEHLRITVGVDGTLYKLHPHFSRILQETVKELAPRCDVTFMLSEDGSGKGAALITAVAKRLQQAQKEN
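Assay system: in-house recombinant HK5 (HKDC1) enzyme. Input: HKDC1 at 5 µg/mL. Medium: Tris pH 8.0 buffer with MgCl2, Tween-20, BSA, BME. Dosing: single 20 µM dose. Schedule: 90 min reaction incubation at room temperature, dark. Signal: resazurin-to-resorufin fluorescence via G6PDH and diaphorase coupling, 525/613 nm. Controls: DMSO-enzyme wells negative, buffer-substituted wells positive.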
SENP1 inh = inhibitors of human SENP1 SUMO protease catalytic domain. inhibition, % at 10 µM. recombinant SENP1 catalytic domain, CyPet-SUMO1-YPet FRET cleavage. 360,000 tested, 0.21% active. Q9P0U3;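 active = inhibition at least 30% at 10 µM, raw YFP signal under a set limit, fluorescence ratio 0.5 to 1.5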;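 also: 0% = enzyme with DMSO and 100% = no enzyme wells; some results filed as inactive read as strong as hits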
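material = recombinant human SENP1 catalytic domain, His6-tagged | quantity = 20 pM enzyme | reagent = 25 nM SUMO1 FRET substrate | compound dosing = 10 µM single point, 0.5% DMSO | timing = 50 min enzyme reaction, room temperature, light-protected | detection = FRET, CFP and YFP emission | control set = no-enzyme low, enzyme-DMSO high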
Apaf-1 inh = human Apaf-1 inhibition | inhibition, % at 20 µM | 330,000 tested, 0.71% active | reconstituted apoptosome caspase-3 activity, DEVD-Rh110 fluorescence | O14727; active = inhibition of at least 40% at 20 µM;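 also: plate controls were DMSO wells for no effect and DEVD-CHO caspase inhibitor wells for full effect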
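Assay system – apoptosome proteins · Medium – Hepes buffer, pH 7.5 · Also added – cytochrome c with DEVD-Rh110 · Timing – 30 min compound preincubation, 50 min activation, room temperature · Detection – Rh110 fluorescence, excitation 480 nm, emission 540 nm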
SENP6 inh = blocks the human protease SENP6. inhibition, % at 10 µM. Recombinant SENP6 catalytic domain, aminoluciferin luminescence. AID 2599. Q9GZR1. 330,000 tested, 1.8% active;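 active = inhibition above about 50% at the single tested dose, limit read from the data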;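 also: plate controls were DMSO wells with enzyme for no effect and DMSO wells lacking enzyme for full effect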
NALP3 yeast inh = inhibitors of NALP3 inflammasome in yeast. Yeast reconstituted NLRP3/ASC/caspase-1, beta-gal luminescence, 24 h. inhibition, % at 10 µM. 330,000 tested, 0.39% active;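 active = inhibition of 50% or more; inactive = inhibition below 50%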;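 also: plate controls were induced DMSO wells for no effect and uninduced yeast grown without galactose for full effect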
SENP8 block-2 = SENP8 (human) protease inhibition. inhibition, % at 20 µM. AID 602440. 360,000 tested, 0.64% active. Q96LD8. recombinant SENP8, Nedd8 substrate fluorescence; in the data active = inhibition mostly above about 40%, no sharp cut-off; inactive = mostly below about 27%
SENP7 block = blocks the human protease SENP7. Q9BQF6. recombinant SENP7, Z-RLRGG-aminoluciferin luminescence, 40 min. inhibition, % at 5 µM. 330,000 tested, 1.5% active;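 active = inhibition above about 50% at the single test dose, limit read from the data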;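 also: plate controls were DMSO with enzyme for no effect and no enzyme buffer wells for full effect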
* marks the source's active call; other numbers are inactive results; · = no result given.

SMILES | SENP8 block-1 | PfG6PD inh | HKDC1 inh | SENP1 inh | Apaf-1 inh | SENP6 inh | NALP3 yeast inh | SENP8 block-2 | SENP7 block
CCn1c(SC(C)C(=O)NCC2CCCO2)nc2ccccc21 (stereo not drawn) | -2 | -4 | -5 | 3 | 7 | 15 | 13 | 10 | 3
O=C(c1cc2cc(Cl)ccc2o1)N1CCCCCC1 | 0 | 10 | 2 | 0 | 11 | 25 | 49 | 2 | 18
O=C(CN(C(=O)CCC(=O)Nc1nccs1)c1cccc(C(F)(F)F)c1)NCC1CCCO1 (stereo not drawn) | -2 | -3 | 2 | 0 | 9 | -14 | 11 | 12 | 7
Brc1ccc(-c2csc(N3CCc4ccccc4C3)n2)cc1 | -1 | 8 | -1 | -4 | 3 | -22 | 8 | 8 | -3
CCOC(=O)c1sc(NC(=O)CNC(=O)Cn2cnc3sc(C)c(C)c3c2=O)nc1C | -4 | -13 | 5 | 2 | 5 | 2 | 0 | 16 | -6
COc1cccc(C(c2nnnn2Cc2ccco2)N2CCN(c3cccc(C)c3C)CC2)c1OC (stereo not drawn) | 3 | 28 | -1 | 0 | 22 | 6 | 22 | 4 | 1
O=C(N/N=C/c1ccccc1F)NC12CC3CC(CC(C3)C1)C2 | -10 | 8 | -4 | 1 | 33 | 6 | -4 | 12 | -5
CCOC(=O)c1ccc(NC(=O)CSc2nc3c(c(=O)n2CC)SC(C)C3)cc1 (stereo not drawn) | -8 | 17 | -1 | -1 | 8 | 0 | 11 | -1 | -3
NC(=S)NN=Cc1nccc2ccccc12 | · | 80* | -22 | 1 | · | · | · | -72 | ·
Cc1nc(-c2coc3cc(C)c(N=O)c(O)c3/c2=N\N)cs1 | 3 | 12 | -1 | -14 | -1 | 13 | 5 | 14 | 2
CCC1Sc2ccc(S(=O)(=O)CCC(=O)Nc3ccccc3Br)cc2NC1=O (stereo not drawn) | -7 | -1 | -2 | 2 | 12 | 25 | 6 | 17 | -7
COc1ccc(CC(C)N2CCN(c3cccc(C(F)(F)F)c3)CC2)cc1OC (stereo not drawn) | 3 | 8 | -3 | 1 | 10 | -29 | -3 | 0 | -4
Brc1ccc(/C=N/Nc2nncc(-c3ccccc3)n2)o1 | 5 | · | · | · | 5 | -5 | 10 | · | -1
O=C(Nc1nnc(C2CC2)s1)c1ccc(Cl)c(S(=O)(=O)N2CCc3ccccc3C2)c1 | 3 | -32 | -11 | -1 | 6 | -7 | 14 | -50 | 5
O=C(Nc1nc(-c2cccc3ccccc23)cs1)c1cnccn1 | -11 | 20 | -10 | 3 | -19 | 11 | 27 | 2 | -2

Overlap with the part before: 2 entries, then new ones.
SMILES | SENP8 block-1 | PfG6PD inh | HKDC1 inh | SENP1 inh | Apaf-1 inh | SENP6 inh | NALP3 yeast inh | SENP8 block-2 | SENP7 block
O=C(Nc1nnc(C2CC2)s1)c1ccc(Cl)c(S(=O)(=O)N2CCc3ccccc3C2)c1 | 3 | -32 | -11 | -1 | 6 | -7 | 14 | -50 | 5
O=C(Nc1nc(-c2cccc3ccccc23)cs1)c1cnccn1 | -11 | 20 | -10 | 3 | -19 | 11 | 27 | 2 | -2
COc1ccc(S(=O)(=O)N2CCCCC2)cc1NC(=O)c1cnc(C)cn1 | 1 | 0 | -7 | 0 | -2 | 11 | -21 | 8 | -5
CC(C)CNC(=O)c1ccccc1NC(=O)/C=C/c1cccc([N+](=O)[O-])c1 | 2 | -10 | -5 | -1 | -1 | -6 | 14 | 14 | -4
O=C(c1ccco1)N1CCN(C(=O)c2cc(-c3ccccn3)nc3ccccc23)CC1 | 10 | 3 | 0 | -4 | -13 | 0 | 1 | 13 | 4
CC(Sc1nc(N)cc(=O)[nH]1)C(=O)Nc1sc2c(c1C#N)CCCC2 (stereo not drawn) | -12 | 4 | -2 | 1 | 6 | -7 | 1 | 9 | -9
COc1cc(/C=N/NC(=O)c2cc(-c3ccccc3)sc2N)cc(OC)c1OC | 5 | 21 | 4 | · | -13 | -5 | 8 | · | 6
CC12CCC(=O)C=C1CCC1C2C(O)CC2(C)C1CCC21OCC1=O (stereo not drawn) | · | 12 | -5 | -1 | · | · | · | 14 | ·
COc1cc2c(cc1OC)CN(C(=O)CN1CCN(S(=O)(=O)c3ccc(C)c(C)c3)CC1)CC2 | 3 | 7 | -1 | 0 | 10 | -8 | 9 | 4 | 8
CC1Cc2ccccc2N1CC(=O)Nc1ccc2c(c1)OC(F)(F)O2 (stereo not drawn) | 1 | 1 | -2 | -10 | 5 | -7 | 35 | 24 | 7
CCOC(=O)C1=C(C)NC(C)=C(C(=O)OCC)C1c1sccc1C | 1 | 3 | 0 | 2 | 24 | 6 | 17 | -103 | -9
S=C(Nc1ccc(Oc2ccc(NC(=S)NC3CCCCC3)cc2)cc1)NC1CCCCC1 | -3 | 11 | -30 | 2 | 16 | -7 | 20 | 32 | 0
CC(=O)Nc1ccc(NC(=O)c2ccc(CN3CCc4ccccc4C3)cc2)cc1 | 7 | -11 | -5 | -2 | 14 | 8 | 13 | 31 | 13
COc1cccc(CC(=O)N2CCC(n3nccc3NC(=O)C3CC3)CC2)c1 | 4 | -7 | -4 | 1 | 2 | 3 | 18 | -6 | 3
CC(=O)N(C(C)=O)N1C(=O)c2cccc3c(N4CCOCC4)ccc(c23)C1=O | 0 | -17 | -9 | 46 | -10 | 15 | 24 | -55 | 6
Cc1c(-c2nc(N)nc(Nc3ccc(F)cc3)n2)oc2ccccc12 | -15 | 16 | 0 | 0 | 11 | -20 | 20 | -19 | 7
COc1ccc(S(=O)(=O)N2CCOCC2)cc1NC(=O)CN(C)CC(=O)Nc1cccc(F)c1 | -16 | -1 | -5 | 1 | 3 | -4 | 6 | 28 | -10
Cc1cc(NC(=O)c2ccccc2C)n(-c2cccc(F)c2)n1 | 1 | -6 | -6 | 0 | 6 | 23 | 22 | 9 | 0
O=[N+]([O-])c1ccccc1S(=O)(=O)c1ccccc1 | -13 | 9 | 2 | 4 | 8 | 3 | -20 | 7 | -2
CCOC(=O)c1sc(NC(=O)C2CC(=O)N(c3ccc4c(c3)OCCO4)C2)nc1C (stereo not drawn) | -7 | -6 | 1 | 2 | 9 | -17 | 7 | 3 | -2
CCCNC(=O)C(=O)NCc1ccccn1 | 3 | -5 | -9 | -2 | 4 | 5 | 9 | 6 | 7
Cc1ccc(-c2nc(N/N=C/c3cccnc3)c3ccccc3n2)cc1 | 87* | 37 | -5 | -4 | 20 | 88* | 19 | -69 | 90*
CC1CCCCN1CCNC(=O)c1ccc2c(c1)N(Cc1ccccc1F)C(=O)c1ccccc1S2=O (stereo not drawn) | 4 | 5 | -9 | -2 | 10 | 9 | 11 | 16 | -1
Cc1cccc(OCC2CCCN(Cc3nc(C4CC4)no3)C2)c1 (stereo not drawn) | -6 | 0 | -7 | 2 | -1 | 8 | -18 | 9 | -8
Cn1c(SCC(=O)NCc2ccc3c(c2)OCO3)nc2c(c1=O)SCC2 | 0 | 14 | 3 | 1 | -7 | 1 | 16 | 18 | 6
Nc1nc(Cl)cc(N2CCC(c3cc(-c4ccc(Cl)cc4)n[nH]3)CC2)n1 | -15 | 23 | 10 | -1 | 19 | -22 | 8 | 8 | 1
Cc1cnn(-c2cc(N/N=C/c3cccc(F)c3)ncn2)c1 | -4 | -14 | -2 | 2 | -1 | -10 | 20 | 8 | -1
Cc1cc(=O)oc2cc(NC(=O)CCOc3ccccc3)ccc12 | -1 | 0 | -5 | -2 | 2 | -19 | 34 | -313 | 1
Cc1cc2oc(=O)cc(CSc3nc(N)cc(N)n3)c2cc1C | 2 | -11 | 1 | 1 | 11 | 2 | 20 | -5 | -3
Cc1ccccc1-n1c(C)nnc1SCC(=O)NCC1CCCO1 (stereo not drawn) | 5 | -17 | 2 | 1 | -25 | -5 | 18 | 14 | 6
Cc1ccc(C(C)c2c(C)c([N+](=O)[O-])cc(C)c2[N+](=O)[O-])cn1 (stereo not drawn) | -7 | -13 | -4 | 0 | 2 | 11 | 13 | 15 | 2
O=C(NCc1cccc(Cl)c1)c1ccco1 | -9 | -5 | -3 | -4 | 2 | -17 | 4 | 16 | -7

A portion from the list above, as a working copy:
SMILES | SENP8 block-1 | PfG6PD inh | HKDC1 inh | SENP1 inh | Apaf-1 inh | SENP6 inh | NALP3 yeast inh | SENP8 block-2 | SENP7 block
O=[N+]([O-])c1ccccc1S(=O)(=O)c1ccccc1 | -13 | 9 | 2 | 4 | 8 | 3 | -20 | 7 | -2
CCOC(=O)c1sc(NC(=O)C2CC(=O)N(c3ccc4c(c3)OCCO4)C2)nc1C (stereo not drawn) | -7 | -6 | 1 | 2 | 9 | -17 | 7 | 3 | -2

Other structures follow:
SMILES | SENP8 block-1 | PfG6PD inh | HKDC1 inh | SENP1 inh | Apaf-1 inh | SENP6 inh | NALP3 yeast inh | SENP8 block-2 | SENP7 block
COc1ccc(S(=O)(=O)N2CCCCCC2)cc1C(=O)NC1(C)CCS(=O)(=O)C1 (stereo not drawn) | 2 | 8 | -6 | -1 | -2 | 0 | 1 | -5 | 0
O=C(NCc1ccco1)Nc1ccc(Br)cc1Cl | -2 | -7 | 2 | 1 | -15 | -6 | 10 | 3 | 3
Cc1ccc(NC(=S)N2CCSC2c2cccs2)cc1 (stereo not drawn) | 2 | 1 | -1 | 0 | 5 | -6 | 27 | 14 | -7
O=C(CSc1nnc(NC(=O)C2CCCCC2)s1)NCc1ccco1 | 0 | 3 | 2 | 1 | 6 | -6 | 8 | 10 | -7
CCc1c(C)c2ccc(OCC(=O)NCC3CCC(C(=O)O)CC3)cc2oc1=O (stereo not drawn) | -8 | 14 | -2 | -11 | 6 | -3 | -7 | -162 | 3
COc1ccc2c(c1)c(C(=O)N/N=C/c1cccs1)c(C)n2C | -13 | 31 | -4 | -1 | -1 | -15 | 13 | -28 | -1
Cc1ccccc1Nc1nc(N)nc(COC(=O)CCC(=O)c2ccc(F)cc2)n1 | -6 | -6 | 4 | -1 | 11 | -4 | 16 | 4 | 1
COc1cc(Cl)c(C)cc1NC(=O)CNC(C)c1ccccc1OC (stereo not drawn) | -4 | 10 | -2 | -2 | 12 | -6 | 10 | 22 | 2
COc1ccc(CCC(=O)Nc2ccc(C(=O)c3ccncc3)cc2)cc1 | -10 | 14 | -3 | 6 | 9 | 4 | 24 | 7 | 0
CN1CCCN(C(=O)CC(c2ccccc2)c2ccccc2)CC1 | -2 | -2 | 12 | 2 | -9 | -7 | 1 | 14 | 7
CCN(CC)S(=O)(=O)c1ccc(N2CCOCC2)c(NC(=O)COc2ccc(OC)cc2)c1 | 0 | 8 | -1 | 1 | 15 | -8 | 13 | 6 | 2
Cc1ccc(NC(=O)CCC(=O)NNC(=O)COc2ccc([N+](=O)[O-])cc2)cc1C | -4 | -13 | -1 | 1 | 9 | -12 | -8 | 12 | -9
Cc1ccc(Cl)cc1N(CC(=O)NC1CCCCC1)S(C)(=O)=O | -8 | -9 | 7 | 0 | 3 | -10 | -5 | 8 | -2
COc1ccc2sc(N(CCN(C)C)C(=O)c3ccc4ccccc4c3)nc2c1 | 0 | 7 | 0 | 4 | 20 | 3 | 11 | 0 | 10
CN(CC(=O)Nc1ccccc1C(F)(F)F)C(=O)COc1ccccc1Cc1ccccc1 | 6 | -2 | -2 | 2 | 16 | -10 | 15 | 20 | -7
